Nrf2 block = blocks Nrf2 signaling; 360,000 compounds, 2.1% hits; A549 ARE-Fluc reporter, luciferase luminescence, 18-24 h; AID 504444; Potency, µM (doses to about 46 µM), for inactives: at the top dose activity change, negative = inhibition, hits mostly inhibitors; note: potency is the fitted concentration of half-maximal effect; % is set by controls: 0 for no effect and ±100 for the full control effect; nearly all actives have a fitted effect of over 60% in size
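Nrf2 activity is the BugLite luminescence, read 15 min after reagent at room temperature, following CellTiter-Fluor cytotoxicity readout (30 min, 37C). Compound titrations were applied for 18-24 h to 5000 A549 ARE_Fluc cells/well in 5% FBS OPTI-MEM.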
HepG2 tox = HepG2 cytotoxicity, counter-screen for TGF-b inhibitors; HepG2 CAGA-GFP viability, ATP luminescence, 18 h; Potency, µM (top dose mostly 46.1 µM), for the others: at the top dose activity change, negative = cytotoxicity, usual class: cytotoxic; 410,000 compounds, 0.76% hits; note: potency is the fitted concentration of half-maximal effect; some results filed as inactive show a strong effect at the top dose
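CellTiter-Glo luminescence gave cytotoxicity after 18 hours at 37 degrees C. The cells were HepG2 CAGA-GFP in 1% FBS DMEM, stimulated with 500 pg/mL TGF-beta after compound addition. %Activity was normalised to no-cell wells (complete cell-killing) and DMSO (no toxicity), and curves were fitted and classified.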
Nrf2 ARE act = Nrf2 pathway activation; Potency, µM (series often up to 46.1 µM), without a hit: at the top dose activation, most hits filed as activators; AID 624171; AREc32 ARE-luciferase reporter (MCF7-derived line), luminescence, 24 h; 410,000 compounds, 0.31% hits; note: potency is the fitted concentration of half-maximal effect; % of control where 0% means no effect; nearly all actives have a fitted effect of over 65% in size
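AREc32_Fluc, 1000 cells/well, OPTI-MEM + 5% FBS, o/n 37 deg C 5% CO2; 23 nL cpd by pin tool, 24 hr; Steady-Glo 30 min RT, luminescence.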
Akt phos inh = Akt phosphorylation inhibition | AID 651550 | Neuro2A IGF-stimulated pAkt S473 HTRF, 20 min; hits give low values | activity change, % for hits at 50 µM | 360,000 compounds, 0.32% hits; in the data active = activity change below about -80%; inconclusive = mostly about -51% to -80%; note: % is set by controls: 0 for no effect and ±100 for the full control effect
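Neuro2A cells (4,500/well, DMEM with 0.5% FBS) were treated with compound at a single 50 µM final concentration, stimulated with 6 nM IGF for 20 min at 37 °C, and lysed. Phospho-Akt Ser473 was read by HTRF as 665/615 ratio ×10^4.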
Mm-Cpn inhibitor = M. maripaludis TRiC chaperonin inhibition. purified Mm-Cpn ATPase, ADP Transcreener TR-FRET. Potency, µM (highest dose often 76.9 µM), for the others: at the top dose activity, negative = inhibition, actives largely listed as inhibitors. 330,000 compounds, 0.031% hits; note: potency is the fitted concentration of half-maximal effect; % is set by controls: 0 for no effect and ±100 for the full control effect; nearly all actives have a fitted effect of over 80% in size
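Inhibition of chaperonin ATP hydrolysis is measured as reduced ADP production, detected by competitive TR-FRET in which signal falls with ADP. Final enzyme 25 nM and ATP 10 uM, reacted 30 min at 37°C.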
TGFb inhibitor = TGF-b pathway inhibition | HepG2 CAGA-GFP TGF-b/SMAD3 reporter, GFP fluorescence, 18 h; TGF-beta stimulated, 500 pg/mL final | Potency, µM (series often up to 46.1 µM), for the others: at the top dose activity, negative = inhibition, usual class: inhibitors | 410,000 compounds, 1.2% hits | AID 588855; note: potency is the fitted concentration of half-maximal effect; % is set by controls: 0 for no effect and ±100 for the full control effect; nearly all actives have a fitted effect of over 65% in size
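HEPG2 CAGA-GFP cells (1000/well, DMEM with 1% FBS) were pre-incubated 2 h at 37 degrees C, given compound by pin tool, then stimulated with TGF-beta at 500 pg/mL final for 18 h before per-cell GFP fluorescence imaging.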
A549 tox = kills or reduces viability of A549 cells in Nrf2 counter-screen; Potency, µM (titrated, usually from 46 µM), for inactives: top-dose activity change, negative = cytotoxicity, actives largely listed as inhibitors; A549 ARE-Fluc cells, CellTiter-Fluor viability, 18-24 h; AID 504648; 390,000 compounds, 0.16% hits; note: potency is the fitted concentration of half-maximal effect; % is set by controls: 0 for no effect and ±100 for the full control effect
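Cytotoxicity counterscreen: CellTiter-Fluor fluorescence was measured in A549 ARE_Fluc cells after 18-24 h of compound exposure in a concentration series. The subsequent BugLite luminescent read reports ARE-luciferase activity.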
CCT modulator = cytosolic chaperonin activity modulation | 360,000 compounds, 0.3% hits | purified chaperonin ATPase assay, HTRF ADP detection, 30 min | activity change, % (concentration not given with the values), hits read low; in the data active = activity change below about -30%; note: % is set by controls: 0 for no effect and ±100 for the full control effect
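First, chaperonin was dispensed at 40 nM or 20 nM final depending on batch activity. Next, compounds were pinned at 76 uM and ATP added at 10 uM. After 30 min at 37 °C, ADP detection reagents ran 30 min at ambient temperature.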
Abeta yeast res = A-beta toxicity reversal in yeast | yeast expressing A-beta42, growth rescue, OD600, 48 h; response scale: 0% DMSO, 100% iron-clioquinol control | Potency, µM (top dose mostly 46.1 µM), for inactives: top-dose growth rescue, most hits filed as activators | 410,000 compounds, 0.063% hits; note: potency is the fitted concentration of half-maximal effect; nearly all actives have a fitted effect of over 55% in size
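Growth rescue measured by 600 nm absorbance after 48 h yeast culture at 30 C with compound. Values normalized between DMSO and an equimolar ferric chloride plus clioquinol control.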
Numbers without * were called inactive; i = inactive; ? = inconclusive; . = no result given; & = joins results of further samples; [ ] = remark or other dose. Unless noted, calls come from the whole dose curve; as a rule, active = well fitted curve in the direction sought with a large enough effect; inconclusive = small, poorly fitted or top-dose-only effect, or another doubt; inactive = no such curve, though single readings can be large; an effect the other way counts as inactive or inconclusive.

SMILES	Nrf2 block	HepG2 tox	Nrf2 ARE act	Akt phos inh	Mm-Cpn inhibitor	TGFb inhibitor	A549 tox	CCT modulator	Abeta yeast res
CCc1ccc(C(=O)NNC(=O)OC)cc1	4%	-24%	-0.4%	i	0%	-6%	4%	-2.0	15%
Cc1ccccc1Nc1nnc(SCC(=O)NCC2CCCO2)s1 (stereo not drawn)	-4%	3%	-0.1%	i	3%	-19%	-3%	0.2	6%
Cc1oc(-c2ccc(Cl)cc2)nc1CSc1nc2ncccc2[nH]1	-32%	-10%	0.1%	.	.	-4%	2%	.	-1%
O=C(Nc1ccccc1)C1=C[C@@H](c2ccccc2)C[C@@H](OCc2ccc(CO)cc2)O1	15%	3%	8.3%	i	.	-16%	5%	-0.2	7%
C[C@H]([C@H](O)c1ccccc1)N(C)C(=O)CN	2%	18%	0.2%	i	2%	24%	-2%	-1.8	-3%
COc1ccccc1CC(=O)Nc1ccc(S(=O)(=O)N2CC(C)CC(C)C2)cc1 (stereo not drawn)	-26%	-21%	-1.9%	i	-2%	-24%	-2%	-2.3	12%
Cc1nn2c(-c3ccco3)nnc2c2ccccc12	23%	-14%	0.56µM*	.	.	-18%	-9%	-0.1	10%
CCCn1c(SCC(=O)Nc2cc(S(=O)(=O)N3CCOCC3)ccc2Cl)n[nH]c1=O	-5%	4%	0.1%	i	-2%	-2%	1%	-3.2	-3%
CC1CCC2(CC1)N=C(N)Nc1nc3ccccc3n12 (stereo not drawn)	?	-2%	0.0%	i	0%	0%	7%	2.5	23%
S=C(NCCc1ccccc1)Nc1ccccc1N1CCOCC1	-15%	-6%	-0.2%	i	0%	-17%	5%	2.2	?
CC1CCN(c2oc(-c3cccs3)nc2S(=O)(=O)c2ccc(Cl)cc2)CC1	-19%	-4%	6.3%	.	.	?	-7%	.	-18%
Cc1cc(N)nc(SCC(=O)N2C(C)CCCC2C)n1 (stereo not drawn)	-2%	-2%	0.3%	i	1%	-1%	-3%	0.1	10%
COc1ccc(CNCc2cccc(Oc3ccccc3)c2)cc1	-1%	-28%	5.1%	i	4%	-21%	0%	-2.1	17%
COc1ccc(CNC(=O)c2ccc(Cn3cc(Br)cn3)o2)cc1	-20%	-24%	0.9%	i	-1%	-1%	13%	-0.6	-10%
Cn1c(CSc2nc3ccccc3s2)n[nH]c1=S	-21%	6%	0.2%	i	0%	-1%	2%	-8.8	?
Cc1cccc(Nc2n[nH]c(=S)s2)c1C	-22%	-1%	0.3%	i	-3%	-7%	0%	0.3	9%
Cc1ccc(C(=O)ONC(=O)c2ccc(Cl)cc2)cc1[N+](=O)[O-]	11%	11%	7.2%	i	0%	6%	0%	0.5	-86%[inhibitor]
COc1ccc(N2CCN(CC(=O)N3CCC(C)CC3)CC2)cc1	8%	1%	-0.1%	i	1%	0%	5%	-1.5	1%
Nc1[nH]c(C(=O)c2ccccc2)c(-c2cccnc2)c1C(=O)NCCc1ccc(Cl)cc1Cl	.	.	3.7%	i	.	.	.	-1.2	-2%
CCn1c2ccccc2c2c3ncc4cccn4c3ccc21	?	-17%	13µM*	i	?	17%	13%	1.1	-35%[inhibitor]
Cc1cc(NC(=O)c2ccco2)ccc1-n1cnnn1	?	-27%	3.7%	i	0%	11%	-11%	0.2	-5%
Cc1ccc(C(=O)OCC(=O)NCc2cccs2)s1	2%	-3%	2.0%	i	2%	-4%	0%	2.3	-16%
CCOC(=O)C1CCCN(CC(O)COCc2ccccc2OC)C1 (stereo not drawn)	8%	2%	-0.5%	i	0%	6%	-3%	-0.5	11%
O=C(Cc1nc(-c2ccc(Br)s2)cs1)NCCN1CCOCC1	0%	-10%	8.6%	i	-10%	5%	-3%	-0.6	-1%
Cc1cc(C(=O)OCc2nnc(-c3ccccc3)o2)c(C)n1-c1ccccc1	-83%	-23%	3.1%	i	0%	?	-16%	-127*	-5%

In the list so far, 2 have bromine:
SMILES	Nrf2 block	HepG2 tox	Nrf2 ARE act	Akt phos inh	Mm-Cpn inhibitor	TGFb inhibitor	A549 tox	CCT modulator	Abeta yeast res
COc1ccc(CNC(=O)c2ccc(Cn3cc(Br)cn3)o2)cc1	-20%	-24%	0.9%	i	-1%	-1%	13%	-0.6	-10%
O=C(Cc1nc(-c2ccc(Br)s2)cs1)NCCN1CCOCC1	0%	-10%	8.6%	i	-10%	5%	-3%	-0.6	-1%

The list goes on:
SMILES	Nrf2 block	HepG2 tox	Nrf2 ARE act	Akt phos inh	Mm-Cpn inhibitor	TGFb inhibitor	A549 tox	CCT modulator	Abeta yeast res
O=C(COC(=O)Cc1ccc(Cl)cc1)NCc1ccc(Cl)cc1	.	-25%	-0.3%	i	.	-10%	.	0.0	-8%
CCN1C(=O)/C(=C/c2nc3ccccc3c(=O)n2-c2ccc(C)cc2)c2ccccc21	-18%	-21%	0.8%	i	1%	-1%	-1%	-3.5	4%
COc1ccccc1NS(=O)(=O)c1ccc2c(c1)N(C(C)=O)CC(C)S2 (stereo not drawn)	-1%	-7%	-0.8%	i	2%	-15%	-2%	-0.5	.
Cc1ccc(NC(=O)Cn2nc(C)c(S(=O)(=O)N(C)C)c2C)cc1C	-6%	-30%	-0.2%	i	1%	-9%	-8%	0.7	10%
CCCCNC(=O)Cn1nc(N2CCN(c3ccccc3OC)CC2)ccc1=O	16%	-38%	0.8%	.	.	-25%	4%	.	-22%
COc1cccc(C(=O)COc2ccc(NC(=O)c3cccs3)cc2)c1	?	-8%	2.9%	i	-2%	-1%	-21%	-3.2	3%
COc1ccccc1-c1c(C)nn2c(N)c(-c3ccccc3)cnc12	?	-23%	-0.6%	i	-4%	?	1%	-0.1	-5%
CC(=O)Nc1ccc(S(=O)(=O)Nc2ccc3c(c2)n(C)c(=O)n3C)c(C)c1	-11%&-10%	6%&-48%	5.7%&21%	i	-1%	-1%&16%	-1%&2%	-1.0	4%&-6%
CCOC(=O)c1sc(=S)n(CC)c1NC(=O)c1ccccc1C	?	-31%	-0.9%	i	-4%	?	-16%	-1.4	-10%
COc1ccc2c(c1)CCc1c(C(=O)N3CCCC3)noc1-2	.	-21%	1.9%	i	2%	6%	1%	-3.6	-23%
CN(C)S(=O)(=O)N1CCN(C(=O)N(c2ccccc2)c2ccccc2)CC1	1%	-16%	-0.8%	i	0%	3%	8%	-1.6	0%
CC(=O)Nc1ccc(S(=O)(=O)Oc2ccc(Br)cc2C(=S)N2CCOCC2)cc1	-26%	-38%	0.0%	i	0%	?	-9%	0.8	5%
CC(C)NC(=O)CCn1c(=S)oc2ccccc21	-1%	-18%	1.2%	i	-1%	?	1%	-3.4	0%
Cc1ccc(Oc2nsnc2N2CCOCC2)cc1	-5%	-13%	-0.8%	.	1%	-2%	-3%	-1.2	4%
CC1(C(=O)NS(=O)(=O)c2cccc(OC(F)F)c2)CCN1C(=O)C1CC1 (stereo not drawn)	.	6%	-1.0%	i	.	-20%	.	-0.1	-16%
CCn1c(SCC(=O)Nc2ccccc2-c2ccccc2)nnc1-c1ccoc1C	?	5%	-0.5%	i	-2%	-24%	-4%	0.3	0%
O=C(Nc1ncnc2sc3c(c12)CCCCC3)c1ccc(F)cc1	?	-9%	-0.7%	i	-2%	?	-21%	1.5	0%
COCc1c(C(N)=O)nnn1-c1nonc1N	5%	-3%	-0.8%	i	1%	1%	4%	1.8	-22%
CN(C)c1cccc(NC(=O)C2Cc3c(-c4ccccc4Oc4ccccc4)ccnc3O2)c1 (stereo not drawn)	.	-32%	-0.4%[9.22 µM]	i	.	-19%	.	-0.9	-12%
Cn1c(SCC(=O)NCc2ccc3c(c2)OCO3)nc2c(c1=O)SCC2	-23%	-6%	2.8%	i	1%	-3%	16%	0.9	5%
CCOc1ccc(OC(=O)c2ccc3c(=O)n4c(nc3c2)CCC4)cc1	3%	-3%	2.4%	i	-2%	-8%	6%	3.6	-7%
O=C(Cc1ccc(Cl)cc1)Nc1ccccc1Sc1ccccc1	-17%	2%	-0.7%	i	1%	?	?	-0.3	-2%
CCNC(=O)COC(=O)c1ccc(S(=O)(=O)N2CCCCCC2)cc1	12%	-4%	-1.1%	i	0%	-1%	10%	1.2	9%
C/C(=N\NC(=O)CCn1nnc2ccccc21)c1ccco1	?	10%	0.7%	i	0%	23%	1%	0.1	1%
O=C(NCC1CCCO1)C(c1ccncc1)N(Cc1cccs1)C(=O)CN1C(=O)c2ccccc2S1(=O)=O (stereo not drawn)	?	7%	-0.3%	i	1%	8%	-2%	-0.6	13%
The results go on.
SMILES	Nrf2 block	HepG2 tox	Nrf2 ARE act	Akt phos inh	Mm-Cpn inhibitor	TGFb inhibitor	A549 tox	CCT modulator	Abeta yeast res
COc1ccc(S(=O)(=O)N2CCC(C(=O)NC3CC3)CC2)cc1	?	-5%	0.1%	i	3%	19%	-14%	-1.2	0%
Cc1ccccc1C(=O)NC1CC2CCC(C1)N2Cc1ccccc1 (stereo not drawn)	9%	-12%	-0.1%	i	0%	-20%	8%	-0.9	-2%
Cn1nnnc1SCC(=O)Nc1ccc(Br)cc1Br	2%	-2%	0.1%	i	0%	15%	3%	1.5	1%
Cc1cc(C)n(-c2nc3ccccc3c(=O)n2OCCOc2ccccc2)n1	-20%	-10%	3.1%	i	1%	-6%	1%	-0.2	-16%
CC(=O)c1c(C)[nH]c(C(=O)OCc2cccc(C)c2)c1C	?	-19%	7.9%	i	-2%	-26%	-6%	0.2	-6%
Cc1ccc(Cl)cc1N1CCN(C(=O)c2ccc3c(c2)N(Cc2ccccc2F)C(=O)c2ccccc2S3=O)CC1 (stereo not drawn)	-17%	1%	-1.2%	.	.	-33%	1%	.	-8%
CCOC(=O)Cc1csc(NC(=O)Nc2cccs2)n1	?	-17%	4.7%	i	1%	-21%	3%	-0.7	8%

High-throughput results as filed in PubChem.
